Bioassay records (PubChem)
M1 PAM parental: nonselective activator or artifact in parental CHO-K1 calcium assay | ATP EC20, Fluo-8 calcium fluorescence; 0% at ATP EC20, 100% at ATP max | activation, % at 3 µM | actives 0.02% (n = 360,000) | AID 602247;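 active means activation above the run cutoff, the mean activation of all test compounds plus 3 SD, cut at about 40% in these data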;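 further: peak over basal fluorescence ratio in a 140 s read after ATP addition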
M1 ag parental: M1 agonist counterscreen hit in parental CHO-K1 cells; Fluo-8 calcium fluorescence; scaled to maximal ATP response, vehicle zero; activation, % at 3 µM; actives 0.48% (n = 360,000); AID 602248; in the data active means activation above about 15%;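 further: untransfected CHO-K1 host cells lacking M1 receptor as counterscreen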
M5 antag: antagonists of human muscarinic M5 receptor (CHRM5); inhibition, % at 3 µM; actives 0.59% (n = 360,000); CHO-hM5 cells, Fluo-8 calcium fluorescence, ACh EC80; P08912; AID 624040;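 active means inhibition above a per-plate cutoff, the mean of that plate's test compounds plus 3 SD, cut at about 27% in these data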;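 further: 0% = acetylcholine EC80 with DMSO and 100% = DMSO without agonist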
Target sequence (P08912 whole entry, looked up): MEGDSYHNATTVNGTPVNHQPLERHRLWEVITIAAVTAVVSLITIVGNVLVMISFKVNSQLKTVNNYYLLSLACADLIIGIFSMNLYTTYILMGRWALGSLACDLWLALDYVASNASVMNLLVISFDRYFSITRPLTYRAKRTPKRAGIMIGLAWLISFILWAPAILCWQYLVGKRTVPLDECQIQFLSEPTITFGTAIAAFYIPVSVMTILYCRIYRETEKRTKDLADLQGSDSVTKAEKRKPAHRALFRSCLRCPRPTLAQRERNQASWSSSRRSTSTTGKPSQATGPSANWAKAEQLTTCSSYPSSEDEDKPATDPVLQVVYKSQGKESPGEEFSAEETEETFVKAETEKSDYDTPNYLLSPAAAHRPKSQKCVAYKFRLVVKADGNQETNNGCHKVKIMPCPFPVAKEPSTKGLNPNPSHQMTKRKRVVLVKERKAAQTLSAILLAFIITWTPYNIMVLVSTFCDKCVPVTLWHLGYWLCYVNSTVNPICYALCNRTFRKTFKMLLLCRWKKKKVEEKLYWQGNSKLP
M5 ag: CHRM5 agonism in calcium assay | P08912 | CHO-K1 hM5 cells, Fluo-8 calcium fluorescence; 0% DMSO wells, 100% maximal acetylcholine response | activation, % at 3 µM | actives 0.19% (n = 360,000);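 active means activation above the run's mean over test compounds plus 3 SD, cut at about 23% in these data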;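 further: signal is peak over basal fluorescence ratio across the kinetic read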
CHRM4 antagonist: antagonists of human muscarinic M4 receptor (CHRM4); actives 0.73% (n = 360,000); inhibition, % at 3 µM; CHO-hM4 cells, ACh EC80, Fluo-8 calcium fluorescence; AID 624125;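 active means inhibition above its plate's cutoff, the mean inhibition of sample wells plus 3 SD, cut at about 27% in these data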;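 further: 0% = acetylcholine EC80 with DMSO and 100% = DMSO without agonist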
Target sequence (P08173 whole entry, looked up): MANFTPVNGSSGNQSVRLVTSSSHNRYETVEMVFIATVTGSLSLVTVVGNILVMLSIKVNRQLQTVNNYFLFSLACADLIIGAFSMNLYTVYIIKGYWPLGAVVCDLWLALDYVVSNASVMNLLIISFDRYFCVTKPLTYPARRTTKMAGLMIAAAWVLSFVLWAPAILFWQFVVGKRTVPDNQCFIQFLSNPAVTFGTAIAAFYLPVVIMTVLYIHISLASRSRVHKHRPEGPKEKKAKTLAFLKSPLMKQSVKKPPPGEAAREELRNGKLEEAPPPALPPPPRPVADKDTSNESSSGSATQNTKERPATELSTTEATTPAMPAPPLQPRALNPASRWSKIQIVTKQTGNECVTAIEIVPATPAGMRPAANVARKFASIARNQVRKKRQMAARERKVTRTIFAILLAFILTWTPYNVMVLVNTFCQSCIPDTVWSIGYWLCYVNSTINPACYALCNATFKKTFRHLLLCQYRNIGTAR
CHRM5 PAM: positive allosteric modulators of human muscarinic M5 receptor | CHO-K1 hM5, Fluo-8 calcium, ACh EC20 PAM; 0% = ACh EC20, 100% = ACh EC100 | P08912 | activation, % at 3 µM | actives 0.3% (n = 360,000);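 active means activation above the run cutoff, the mean activation of all test compounds plus 3 SD, cut at about 18% in these data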
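Probe or stimulus: acetylcholine, EC20 level; Assay system: human M5 receptor in CHO-K1 cells; Schedule: compound preincubation 140 s before EC20 acetylcholine addition; Technique: intracellular calcium via Fluo-8 fluorescence; Dosing: single-point, 3 µM nominal; Read-out basis: percent activation from peak-over-basal fluorescence ratio, scaled EC20-to-EC100 acetylcholine; Repeats: one well per compound, no replicates.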
M4 PAM: potentiates acetylcholine response at human M4 receptor; CHO-K1 hM4/Gqi5, Fluo-8 calcium fluorescence, ACh EC20; 0% = ACh EC20, 100% = maximal ACh; activation, % at 3 µM; actives 0.4% (n = 360,000); AID 624126;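 active means activation above its plate's cutoff, the mean activation of sample wells plus 3 SD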; further: some results filed as inactive read as strong as hits
CHRM4 agonist: agonists of human muscarinic M4 receptor (CHRM4). P08173. CHO-K1 hM4/Gqi5, Fluo-8 calcium fluorescence; vehicle 0%, full acetylcholine response 100%. activation, % at 3 µM. actives 0.14% (n = 360,000). AID 624127;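 active means activation above the run mean over all test wells plus 3 SD, cut at about 32% in these data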;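 further: peak over basal fluorescence ratio per well then scaled between controls; 0% = DMSO wells and 100% = acetylcholine at EC100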
CHO-K1 Ca antag: counter-screen for M1 antagonists: effect in parental CHO-K1 cells | ATP-induced calcium, Fluo-8 fluorescence | inhibition, % at 3 µM | actives 0.6% (n = 360,000) | AID 602250;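 active means inhibition above a per-plate cutoff, the plate's mean sample inhibition plus 3 SD, cut at about 24% in these data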;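 further: 0% = DMSO plus EC80 ATP and 100% = DMSO alone without ATP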
The depositor's hits bear a star.

How did CCCCn1c(N)c(N(CCOC)C(=O)CSCC(=O)Nc2cccc(C)c2)c(=O)[nH]c1=O do in these assays?
M1 PAM parental: 10; M1 ag parental: 1.6; M5 antag: 1; M5 ag: 5; CHRM4 antagonist: -4; CHRM5 PAM: 8; M4 PAM: 2; CHRM4 agonist: 0; CHO-K1 Ca antag: -6

How did COc1ccc(-c2cnc(N)nc2-c2ccc(OC)cc2O)cc1 do in these assays?
M1 PAM parental: 20; M1 ag parental: 0.1; M5 antag: -5; M5 ag: -5; CHRM4 antagonist: 1; CHRM5 PAM: 8; M4 PAM: 0; CHRM4 agonist: 0; CHO-K1 Ca antag: -8

What do the screens show for `CCOC(=O)c1cn(CC#N)c2cc(F)c(F)cc2c1=O`?
M1 PAM parental: 14; M1 ag parental: 0.4; M5 antag: -4; M5 ag: -3; CHRM4 antagonist: -9; CHRM5 PAM: 8; M4 PAM: 24*; CHRM4 agonist: 2; CHO-K1 Ca antag: -14

Results for Cc1ccccc1N1C(=O)C2C3C=CC(CC3)C2C1=O (configuration not stated) ?
M1 PAM parental: 9; M1 ag parental: 0.3; M5 antag: 0; M5 ag: -6; CHRM4 antagonist: -1; CHRM5 PAM: 2; M4 PAM: 2; CHRM4 agonist: 1; CHO-K1 Ca antag: -7

What do the screens show for `COc1ccc(Cl)cc1N(CC(=O)N1CCC(C)CC1)S(C)(=O)=O`?
M1 PAM parental: 5; M1 ag parental: -0.4; M5 antag: 3; M5 ag: -1; CHRM4 antagonist: 3; CHRM5 PAM: -3; M4 PAM: -4; CHRM4 agonist: 0; CHO-K1 Ca antag: 2

How did CC(=O)c1ccc(N2CCN(C(=O)CCCc3nc4ccccc4s3)CC2)cc1 do in these assays?
M1 PAM parental: -14; M1 ag parental: 9.9; M5 antag: 12; M5 ag: 4; CHRM4 antagonist: 3; CHRM5 PAM: -18; M4 PAM: -12; CHRM4 agonist: 17; CHO-K1 Ca antag: 12

Results for Cc1cc(C(=O)CN2C(=O)NC3(CCCc4ccccc43)C2=O)c(C)n1Cc1ccccc1 (configuration not stated) ?
M1 PAM parental: 4; M1 ag parental: -0.6; M5 antag: 4; M5 ag: -2; CHRM4 antagonist: 1; CHRM5 PAM: -1; M4 PAM: -8; CHRM4 agonist: 0; CHO-K1 Ca antag: 11

Results for Cc1nc2c(nnn2Cc2c(Cl)cccc2Cl)c(=O)[nH]1 ?
M1 PAM parental: -7; M1 ag parental: 0.1; M5 antag: -13; M5 ag: 0; CHRM4 antagonist: -18; CHRM5 PAM: 7; M4 PAM: 5; CHRM4 agonist: 1; CHO-K1 Ca antag: 9

What do the screens show for `COC(CNC(=O)[C@H](Cc1ccccc1)N1Cc2ccccc2C1=O)OC`?
M1 PAM parental: 9; M1 ag parental: 0.1; M5 antag: 4; M5 ag: -3; CHRM4 antagonist: -7; CHRM5 PAM: -2; M4 PAM: 4; CHRM4 agonist: 1; CHO-K1 Ca antag: -7

Results for Cc1cc(=O)[nH]c2ccc(Cc3ccccc3)cc12 ?
M1 PAM parental: -20; M1 ag parental: -0.5; M5 antag: 14; M5 ag: 10; CHRM4 antagonist: -3; CHRM5 PAM: -7; M4 PAM: -2; CHRM4 agonist: 2; CHO-K1 Ca antag: 2

What do the screens show for `CC(=O)N1CCOc2ccc(S(=O)(=O)NC[C@H]3O[C@@H](n4cnc5c(N)ncnc54)[C@H](O)[C@@H]3O)cc21`?
M1 PAM parental: 8; M1 ag parental: 0.5; M5 antag: -6; M5 ag: 0; CHRM4 antagonist: -1; CHRM5 PAM: 7; M4 PAM: -2; CHRM4 agonist: 1; CHO-K1 Ca antag: -1

Results for COc1ccc(SC[C@H](C)CN2CC[C@H](NC(=O)OCc3ccccc3)CCC2=O)cc1 ?
M1 PAM parental: 9; M1 ag parental: 0.2; M5 antag: 5; M5 ag: 1; CHRM4 antagonist: -7; CHRM5 PAM: 1; M4 PAM: -2; CHRM4 agonist: 13; CHO-K1 Ca antag: -14

What do the screens show for `C/C(=C\C(=O)c1ccccc1)NNC(=O)c1ccc(Cl)cc1`?
M1 PAM parental: 12; M1 ag parental: 0.3; M5 antag: 2; M5 ag: -2; CHRM4 antagonist: -11; CHRM5 PAM: -4; M4 PAM: -5; CHRM4 agonist: 0; CHO-K1 Ca antag: -4

Results for COC(=O)[C@]12CCCCC=C1N(Cc1ccc(Cl)cc1Cl)C(=O)[C@H](CC(=O)N1CCCC1)C2 ?
M1 PAM parental: -1; M1 ag parental: 3.2; M5 antag: 4; M5 ag: 1; CHRM4 antagonist: -4; CHRM5 PAM: -10; M4 PAM: -6; CHRM4 agonist: 14; CHO-K1 Ca antag: -11

Results for O=C(Nc1cccc(-c2cnc3ccccc3n2)c1)c1ccncc1 ?
M1 PAM parental: 13; M1 ag parental: 0.8; M5 antag: 5; M5 ag: 1; CHRM4 antagonist: -5; CHRM5 PAM: -1; M4 PAM: 1; CHRM4 agonist: 3; CHO-K1 Ca antag: 6

How did O=C(N/N=C/c1cc(Br)ccc1O)C(c1ccncc1)N1CCOCC1 (configuration not stated) do in these assays?
M1 PAM parental: 14; M1 ag parental: 0.6; M5 antag: 4; M5 ag: 1; CHRM4 antagonist: -5; CHRM5 PAM: -3; M4 PAM: 2; CHRM4 agonist: 2; CHO-K1 Ca antag: -10

Results for Cc1cc(C)n(S(=O)(=O)c2ccccc2[N+](=O)[O-])n1 ?
M1 PAM parental: -4; M1 ag parental: 0.4; M5 antag: 4; M5 ag: -3; CHRM4 antagonist: 1; CHRM5 PAM: 5; M4 PAM: 1; CHRM4 agonist: 0; CHO-K1 Ca antag: 5

How did COc1ccc(N2CCN(C(=O)CN3CCN(c4nc(-c5ccc(F)cc5)cs4)CC3)CC2)cc1 do in these assays?
M1 PAM parental: 6; M1 ag parental: 9.6; M5 antag: 18; M5 ag: 7; CHRM4 antagonist: 5; CHRM5 PAM: -13; M4 PAM: -3; CHRM4 agonist: 9; CHO-K1 Ca antag: -3

What do the screens show for `COc1cccc(C(=O)CSc2nnc(-c3cccs3)o2)c1`?
M1 PAM parental: 7; M1 ag parental: 0.8; M5 antag: 10; M5 ag: 1; CHRM4 antagonist: 10; CHRM5 PAM: 2; M4 PAM: 3; CHRM4 agonist: 2; CHO-K1 Ca antag: -17

Results for CCOC(CCn1ccc(O)c(Cc2ccc(Cl)cc2)c1=O)OCC ?
M1 PAM parental: -3; M1 ag parental: 1.1; M5 antag: 1; M5 ag: -4; CHRM4 antagonist: -17; CHRM5 PAM: -2; M4 PAM: 8; CHRM4 agonist: 1; CHO-K1 Ca antag: -15

How did O=C(O)CCCCCCCCc1cn(CC2CCCCC2)nn1 do in these assays?
M1 PAM parental: 8; M1 ag parental: 0.1; M5 antag: -3; M5 ag: 4; CHRM4 antagonist: -3; CHRM5 PAM: 8; M4 PAM: 9; CHRM4 agonist: 1; CHO-K1 Ca antag: -4

Results for CCS(=O)(=O)N1Cc2ccccc2CC1C(=O)OCC(=O)Nc1ccc(SC(F)F)cc1 (configuration not stated) ?
M1 PAM parental: 3; M1 ag parental: 3.0; M5 antag: 3; M5 ag: -1; CHRM4 antagonist: 3; CHRM5 PAM: -12; M4 PAM: -15; CHRM4 agonist: 9; CHO-K1 Ca antag: 0

Results for O=C(CNC(=O)c1cccc(Cl)c1)N/N=C/C=C/c1ccccc1 ?
M1 PAM parental: 16; M1 ag parental: 0.3; M5 antag: 0; M5 ag: -3; CHRM4 antagonist: 0; CHRM5 PAM: 0; M4 PAM: 0; CHRM4 agonist: -1; CHO-K1 Ca antag: -11

Results for FC(F)Oc1ccc(NC(=S)N2CCc3ccccc32)cc1 ?
M1 PAM parental: 13; M1 ag parental: 2.4; M5 antag: 9; M5 ag: 0; CHRM4 antagonist: 9; CHRM5 PAM: -9; M4 PAM: 5; CHRM4 agonist: 0; CHO-K1 Ca antag: -2

Results for CCOC(=O)N1CCC(n2c(=S)[nH]c3cc(OC)c(OC)cc3c2=O)CC1 ?
M1 PAM parental: 10; M1 ag parental: 0.4; M5 antag: -7; M5 ag: 0; CHRM4 antagonist: 3; CHRM5 PAM: -2; M4 PAM: 4; CHRM4 agonist: 1; CHO-K1 Ca antag: -2

Results for Nc1nc(N)nc(-c2ccc(Cl)c(Cl)c2)n1 ?
M1 PAM parental: -14; M1 ag parental: -0.5; M5 antag: 7; M5 ag: 2; CHRM4 antagonist: -10; CHRM5 PAM: 1; M4 PAM: -2; CHRM4 agonist: 0; CHO-K1 Ca antag: 1

What do the screens show for `CC1=C(C(=O)OC2CCCCCCC2)C(c2cccc(O)c2)NC(=O)N1` (configuration not stated)?
M1 PAM parental: 7; M1 ag parental: 0.3; M5 antag: 1; M5 ag: -5; CHRM4 antagonist: -2; CHRM5 PAM: 4; M4 PAM: 7; CHRM4 agonist: 1; CHO-K1 Ca antag: -16

What do the screens show for `COC(=O)c1ccc(COc2nc(C)cc(C)c2C#N)o1`?
M1 PAM parental: 9; M1 ag parental: 0.0; M5 antag: 3; M5 ag: -1; CHRM4 antagonist: 10; CHRM5 PAM: -2; M4 PAM: 3; CHRM4 agonist: -1; CHO-K1 Ca antag: -8

In the list so far, these have an aryl methoxy group:
How did COc1ccc(-c2cnc(N)nc2-c2ccc(OC)cc2O)cc1 do in these assays?
M1 PAM parental: 20; M1 ag parental: 0.1; M5 antag: -5; M5 ag: -5; CHRM4 antagonist: 1; CHRM5 PAM: 8; M4 PAM: 0; CHRM4 agonist: 0; CHO-K1 Ca antag: -8

What do the screens show for `COc1ccc(Cl)cc1N(CC(=O)N1CCC(C)CC1)S(C)(=O)=O`?
M1 PAM parental: 5; M1 ag parental: -0.4; M5 antag: 3; M5 ag: -1; CHRM4 antagonist: 3; CHRM5 PAM: -3; M4 PAM: -4; CHRM4 agonist: 0; CHO-K1 Ca antag: 2

Results for COc1ccc(SC[C@H](C)CN2CC[C@H](NC(=O)OCc3ccccc3)CCC2=O)cc1 ?
M1 PAM parental: 9; M1 ag parental: 0.2; M5 antag: 5; M5 ag: 1; CHRM4 antagonist: -7; CHRM5 PAM: 1; M4 PAM: -2; CHRM4 agonist: 13; CHO-K1 Ca antag: -14

How did COc1ccc(N2CCN(C(=O)CN3CCN(c4nc(-c5ccc(F)cc5)cs4)CC3)CC2)cc1 do in these assays?
M1 PAM parental: 6; M1 ag parental: 9.6; M5 antag: 18; M5 ag: 7; CHRM4 antagonist: 5; CHRM5 PAM: -13; M4 PAM: -3; CHRM4 agonist: 9; CHO-K1 Ca antag: -3

What do the screens show for `COc1cccc(C(=O)CSc2nnc(-c3cccs3)o2)c1`?
M1 PAM parental: 7; M1 ag parental: 0.8; M5 antag: 10; M5 ag: 1; CHRM4 antagonist: 10; CHRM5 PAM: 2; M4 PAM: 3; CHRM4 agonist: 2; CHO-K1 Ca antag: -17

Results for CCOC(=O)N1CCC(n2c(=S)[nH]c3cc(OC)c(OC)cc3c2=O)CC1 ?
M1 PAM parental: 10; M1 ag parental: 0.4; M5 antag: -7; M5 ag: 0; CHRM4 antagonist: 3; CHRM5 PAM: -2; M4 PAM: 4; CHRM4 agonist: 1; CHO-K1 Ca antag: -2
